DUSP3 inh – inhibitors of human VHR1 phosphatase (DUSP3) | 0.52% of 290,000 active | inhibition, % at 13.3 µM | AID 1654 | recombinant VHR phosphatase, pNPP absorbance; in the data active = inhibition above about 50%; also: some compounds called inactive have numbers as strong as hits
Rv3671c protease – inhibits the M. tuberculosis serine protease Rv3671c | P9WHR9 | inhibition, % at 5.96 µM | AID 2606 | 0.048% of 320,000 active; in the data active = inhibition above about 38%;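 also: extracellular domain of Rv3671c used as enzyme; 0% = enzyme with DMSO and 100% = no enzyme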
Target sequence (P9WHR9 whole entry, looked up, the tested form may be a part): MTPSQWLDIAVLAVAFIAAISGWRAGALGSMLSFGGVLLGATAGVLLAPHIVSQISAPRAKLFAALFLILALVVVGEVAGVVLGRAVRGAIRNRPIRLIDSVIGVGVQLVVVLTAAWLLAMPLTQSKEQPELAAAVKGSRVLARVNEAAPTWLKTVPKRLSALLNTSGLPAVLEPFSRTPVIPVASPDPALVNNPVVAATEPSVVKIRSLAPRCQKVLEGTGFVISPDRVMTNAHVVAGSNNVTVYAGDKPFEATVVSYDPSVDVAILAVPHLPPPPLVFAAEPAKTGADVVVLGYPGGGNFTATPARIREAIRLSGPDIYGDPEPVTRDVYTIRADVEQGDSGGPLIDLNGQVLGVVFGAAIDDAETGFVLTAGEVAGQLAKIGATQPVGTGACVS
GDH-TPI counter – counter-screen for M. tuberculosis FBA inhibitors: GDH-TPI coupled enzymes; GDH-TPI coupled enzyme counterscreen, NADH absorbance; inhibition, % at 4.8 µM; 1.2% of 360,000 active;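 also: 0% = DMSO wells and 100% = wells lacking the enzyme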
Mtb UGM inh – blocks M. tuberculosis UGM enzyme; inhibition, % at 10 µM; purified UGM, fluorescence polarization probe displacement; 0.06% of 320,000 active; P9WIQ1; in the data active = inhibition above about 10%, passing the limit was not always enough; inconclusive = no clear call, values can overlap the other calls
Target sequence (P9WIQ1 whole entry, looked up): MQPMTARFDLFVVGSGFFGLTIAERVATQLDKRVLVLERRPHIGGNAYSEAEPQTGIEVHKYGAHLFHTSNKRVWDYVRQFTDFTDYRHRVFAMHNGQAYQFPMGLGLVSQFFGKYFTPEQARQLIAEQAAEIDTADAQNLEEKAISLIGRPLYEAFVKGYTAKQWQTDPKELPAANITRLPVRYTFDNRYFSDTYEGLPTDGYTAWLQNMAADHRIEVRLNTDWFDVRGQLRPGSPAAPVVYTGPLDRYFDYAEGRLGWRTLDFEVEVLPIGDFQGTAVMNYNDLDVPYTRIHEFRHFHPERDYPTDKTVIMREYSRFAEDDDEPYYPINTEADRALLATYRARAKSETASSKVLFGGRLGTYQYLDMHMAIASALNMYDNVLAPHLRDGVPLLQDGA
Mtb BioA inh – BioA (M. tuberculosis) enzyme inhibition; AID 602481; inhibition, % at 9.99 µM; purified M. tuberculosis BioA enzyme, plate reader; 0.096% of 360,000 active; in the data active = inhibition above about 40%; inconclusive = no clear call, values can overlap the other calls
CCHF vOTU inh – CCHFV vOTU protease inhibition; inhibition, % at 11.5 µM; 0.55% of 370,000 active; Pep-AMC fluorescence; AID 651958; also: 0% = vehicle wells with enzyme and 100% = no enzyme wells
FadD28 binding – inhibitors of Mycobacterium tuberculosis FadD28 bisubstrate binding; FadD28 bisubstrate probe binding, fluorescence polarization; inhibition, % at 12.5 µM; 0.22% of 360,000 active; in the data active = inhibition above about 8.5%, passing the limit was not always enough; inconclusive = no clear call, values can overlap the other calls
BoNT-F LC inh – blocks Botulinum neurotoxin F light chain protease | Multiplex microsphere protease cleavage assay, flow cytometry | AID 588497 | 0.22% of 360,000 active | inhibition, % at 10 µM; in the data active = inhibition above about 35%, passing the limit was not always enough; inconclusive = no clear call, values can overlap the other calls; also: plate controls were buffer without enzyme for full effect and enzyme alone for no effect
MazF activator – MazEF (E. coli) toxin RNase activation. FAM/BHQ RNA-DNA oligo cleavage fluorescence, 5 h. activation, % at 20 µM. 0.32% of 350,000 active; in the data active = activation above about 50%
Target sequence (P0AE70 whole entry, looked up): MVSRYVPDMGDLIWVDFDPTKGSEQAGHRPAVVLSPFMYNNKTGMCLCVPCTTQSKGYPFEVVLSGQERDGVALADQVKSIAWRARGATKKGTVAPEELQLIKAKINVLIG
Mtb FBA inh – Mtb fructose-bisphosphate aldolase inhibition; inhibition, % at 1 µM; AID 588726; purified M. tuberculosis FBA, fluorescence read-out; 2.3% of 360,000 active; in the data active = inhibition above about 27%;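 also: 0% = vehicle and 100% = reference inhibitor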
Numbers without * were called inactive; ? = inconclusive; . = not tested or not shown. Rule as the data show it, unless noted: active = inhibition above about 30%; inactive = the rest.

Each structure is followed by: DUSP3 inh, Rv3671c protease, GDH-TPI counter, Mtb UGM inh, Mtb BioA inh, CCHF vOTU inh, FadD28 binding, BoNT-F LC inh, MazF activator, Mtb FBA inh
> S=c1[nH]ccn1-c1ccc(Cl)cc1
    6, -10, -1, 0.8, -3.2, 6, -2.5, -1, -1, 1
> O=C(O)c1ccc(NC(=S)NC(NC(=O)c2ccco2)C(Cl)(Cl)Cl)cc1 (stereo not drawn)
    -4, -2, 1, -1.4, ., -6, -6.9, -9, -1, -2
> O=C(Nc1cc(Cl)ccn1)C1(c2ccccc2)CC1(Cl)Cl (stereo not drawn)
    16, -17, -6, 0.8, -2.0, 4, -0.9, ., 19, 4
> O=C(NCCc1ccccc1)C1=COCCO1
    ., -1, -4, -3.1, -0.1, 9, -1.3, -3, 2, 1
> Cc1ccc(SCC(=O)Nc2ccc(N3CCN(C)CC3)c(F)c2)cc1
    20, 7, 2, -1.1, ., -4, -3.2, -15, 4, 4
> O=C(NCc1cccnc1)c1ccc2c(c1)OCO2
    7, -4, 11, -0.3, -0.1, 7, 0.4, -3, 0, -3
> NS(=O)(=O)c1ccc(N/N=C/c2ccncc2)cc1
    12, -3, 15, 2.9, ., -5, ., -9, 6, -1
> COc1ccc(NC(=O)c2ccc(-c3ccccc3C(F)(F)F)o2)cc1
    -7, -16, 4, -0.9, -2.1, 19, -0.1, -7, 1, 1
> COc1ccc(CNC(=O)CN(C(=O)c2csnn2)c2cccc3c2CCCC3)cc1
    41, -4, 1, -1.6, 0.4, 9, -1.0, -5, 2, 0
> CC(C)CNC(=O)C1CCN(CC2CCCCC2)CC1
    17, -4, 3, -0.2, -0.4, 14, -1.8, 15, 7, 3
> CN(C)CCCNC(CC(=O)Nc1cccc([N+](=O)[O-])c1)C(=O)O (stereo not drawn)
    -2, -4, 12, -1.1, -4.3, -14, -1.2, 5, -8, 1
> Cc1nn(-c2ccccc2)c(C)c1NC(=O)COC(=O)c1ccc(NC(=O)CC#N)cc1
    5, -95, -7, -2.3, 2.9, 5, -2.4, 6, -1, 2
> O=C(CNC(=O)c1cccs1)NCC(=O)OCC(=O)c1ccc([N+](=O)[O-])cc1
    15, -6, 10, 0.8, ., -5, -0.4, -2, 2, 0
> O=C(CSc1nnc(-c2ccccc2)o1)NC(=O)Cc1ccccc1
    ., 7, 5, 3.0, -1.5, -3, ., -11, -5, 2
> CCc1noc(C)c1C(=O)OC(C)C(=O)Nc1ccc(Cl)cn1 (stereo not drawn)
    ., -1, -11, 2.9, 1.3, 0, -4.2, 6, 4, -4
> CN(Cc1cn[nH]c1-c1ccc2c(c1)OCO2)C1CCOCC1
    0, 4, 2, -4.6, -1.5, -10, -0.3, 5, 2, 4
> O=C(COc1cccc(C(F)(F)F)c1)Nc1ccccc1N1CCCCC1
    ., 0, -2, 0.7, -0.3, -4, -3.1, -4, -4, 2
> CCOc1ccc(CCN2C(=S)N([C@@H](CC(C)C)CN3CCC[C@@H]3CN3C(=S)NC[C@@H]3CC(C)C)C[C@@H]2Cc2ccc(O)cc2)cc1
    ., ., ., ., 0.3, 24, -5.7, -18, ., -5
> S=C(NCC1CCCO1)N1CCN(c2cccc(Cl)c2)CC1 (stereo not drawn)
    15, -2, 5, -2.9, ., 4, -2.4, -21, -1, 8
> Cc1cccc(-c2c3c(=O)n(C)c(=O)n(C)c3c3cccnn23)c1
    8, 0, 1, -0.4, -3.0, -10, 1.6, -1, -22, -2
> Cc1ccc(SCC2(O)CCN(C(=O)c3ccc(Cl)cc3)CC2)cc1
    27, 1, -1, 3.3, 2.8, 17, -4.3, -3, 0, 3
> CC(/C=N/NC(=O)Cc1cc(=O)[nH][nH]1)=C\c1ccccc1
    17, -17, 9, 3.4, -0.1, -9, -1.7, -5, 4, -3
> CCS(=O)(=O)N1CCN(CC2CC3C=CC2C3)CC1 (stereo not drawn)
    19, -1, 10, -1.2, -2.1, -5, -1.8, 5, 5, 1
> CSCCC(=O)N1CCC(n2nccc2NC(=O)c2ccc3c(c2)OCO3)CC1
    -10, 0, 6, 3.7, -3.0, -2, 0.4, 1, -2, 3
> OC(CCCN1CCC(O)(c2ccc(Cl)cc2)CC1)c1ccc(F)cc1 (stereo not drawn)
    -3, -3, 1, -0.3, 0.8, -1, -2.1, -12, 9, 2
> O=C(Nc1ccc([N+](=O)[O-])cc1)C1(c2ccccc2)CCOCC1
    11, 6, 17, -0.5, ., -10, -2.5, 3, -7, -1
> Cn1c(=O)n(CC(=O)N2CCC3(CC2)OCCO3)c(=O)c2ccccc21
    33, 2, 6, -4.7, -0.9, 3, -1.3, 3, 3, 3
> Cc1cccc(Nc2nc(-c3ccncc3)cs2)c1
    51*, 6, 0, 1.1, ., -2, -0.4, -2, 7, -2
> CCOc1ccc(C2C(C(=O)c3cccs3)=C(O)C(=O)N2Cc2cccnc2)cc1OC (stereo not drawn)
    38, -2, 14, -0.2, ., 0, 0.1, -2, 0, -1
> CC(=O)c1c(C)[nH]c(C(=O)OCc2nc3ccsc3c(=O)[nH]2)c1C
    ., -1, -4, 3.6, 6.2, -1, -3.9, ., 0, 1

Three compounds from above, arranged by formula weight, largest number first:
Each structure is followed by: DUSP3 inh, Rv3671c protease, GDH-TPI counter, Mtb UGM inh, Mtb BioA inh, CCHF vOTU inh, FadD28 binding, BoNT-F LC inh, MazF activator, Mtb FBA inh
> CCOc1ccc(C2C(C(=O)c3cccs3)=C(O)C(=O)N2Cc2cccnc2)cc1OC (stereo not drawn)
    38, -2, 14, -0.2, ., 0, 0.1, -2, 0, -1
> Cc1nn(-c2ccccc2)c(C)c1NC(=O)COC(=O)c1ccc(NC(=O)CC#N)cc1
    5, -95, -7, -2.3, 2.9, 5, -2.4, 6, -1, 2
> Cc1ccc(SCC(=O)Nc2ccc(N3CCN(C)CC3)c(F)c2)cc1
    20, 7, 2, -1.1, ., -4, -3.2, -15, 4, 4

Additional records:
Each structure is followed by: DUSP3 inh, Rv3671c protease, GDH-TPI counter, Mtb UGM inh, Mtb BioA inh, CCHF vOTU inh, FadD28 binding, BoNT-F LC inh, MazF activator, Mtb FBA inh
> CCOc1ccc(CCNC(=O)COC(=O)c2[nH]c(C)c(C(C)=O)c2C)cc1OCC
    ., ., 9, ., ., 14, -1.4, -1, 5, -1
> COc1ccc(C(=O)OC(C)C(=O)NC2CCCc3ccccc32)cc1OC (stereo not drawn)
    ., 2, 3, ., -0.7, -2, -0.6, -6, 4, 4
> Cc1cccc(C(=O)OCC(=O)N(CC(C)C)c2c(N)n(Cc3ccccc3)c(=O)[nH]c2=O)c1C
    ., ., 8, ., -1.1, -2, -1.4, -3, -3, 3
> COc1ccc(-n2nc([N+](=O)[O-])c(=NCc3ccc4c(c3)OCO4)n2O)cc1
    -1, 2, 9, -1.1, -2.0, 8, -1.4, 12, 10, -1
> CCOC(=O)CS(=O)(=O)c1nc(-c2ccccc2)cc(C(F)(F)F)n1
    11, -8, -3, -1.4, ., 13, -3.0, -11, 8, -8
> C[C@@]12C(=O)Nc3ccc(Cl)cc3C(=O)N1[C@H]1c3cc(Cl)ccc3OC[C@@H]1[C@@H]2c1ccccc1
    ., -96, 5, 0.4, -2.3, 16, -0.3, 9, -11, 0
> COc1cccc(NC(=S)N(CCN(C)C)C(C)c2cccnc2)c1 (stereo not drawn)
    32, 8, 17, 0.1, 1.9, 9, 1.5, 4, -1, 0
> CC(=O)N1CCCN(C(=O)c2ccc3nc(Cc4ccccc4F)oc3c2)CC1
    14, 7, -8, -1.8, -0.1, 0, -1.9, -9, 4, -2
> COc1ccc(S(=O)(=O)N2c3ccc(F)cc3CCC2C)cc1 (stereo not drawn)
    ., -3, 1, -2.1, 1.1, -3, -1.2, 9, -6, 1
> Fc1ccc(NC(=S)Nc2cccc3ccccc23)cc1
    22, -7, 5, 1.8, -1.3, -5, -0.9, ?, 7, 19
> Cc1cccc(N(C(=O)CNC(=O)c2ccco2)C(C(=O)NC2CCCC2)c2ccncc2)c1C (stereo not drawn)
    12, -11, 12, 2.5, -3.4, 1, -1.4, 9, 5, -2
> Cc1cc(C)cc(NC(=O)CN2CCc3cc4c(cc3C2C)OCCCO4)c1 (stereo not drawn)
    7, -6, -11, 2.7, -0.6, 14, -2.2, 4, 5, -2
> O=C1NC(=O)N(Cc2ccccc2)C(=O)/C1=C/C=C/c1ccco1
    1, -6, 9, -0.6, ., 2, 3.8, -2, -133, 7
> O=C1/C(=C/Nc2cccc([N+](=O)[O-])c2)CCc2ccccc21
    -12, -5, 20, 1.5, -2.2, -6, -0.2, 13, 26, -2
> COc1cc(-c2noc(CCCC(=O)NCc3ccccc3)n2)cc(OC)c1OC
    -2, 1, 21, -2.8, ., -13, -0.1, -4, -7, 3
> O=c1[nH]c(=O)n(CCOc2ccc(Cl)cc2)cc1Br
    14, -1, -1, -1.8, -1.5, 5, -2.3, 0, -8, -2
> O=C(COC(=O)c1ccc(Br)cc1)NCc1ccccc1
    15, -4, -1, -0.7, -1.2, 1, -1.8, 0, 3, 2
> COc1ccc(NC(=O)COc2coc(CN3CCCc4ccccc43)cc2=O)cc1
    ., 0, 17, 2.5, -1.3, -4, -1.7, 19, -1, 4
> Cc1cc(C)nc(NC(=O)CSc2nn(-c3ccccc3)c(=S)s2)n1
    5, -5, 15, -2.5, -1.3, 0, -0.6, 25, 4, -1
> CC(=O)NC(c1ccccc1)c1nc(-c2ccc3ccccc3c2)cs1 (stereo not drawn)
    ., ., 13, ., -0.9, 14, -3.4, -3, ., -3
> CSc1nsc(SCC(=O)Nc2ccc(C(N)=O)cc2)n1
    17, -11, 2, -0.3, 0.5, 11, -7.2, -2, -2, 1
> CCOc1ccc2c(c1)C(N(CCN1CCOCC1)C(=S)Nc1ccccc1OC)CC(C)(C)O2 (stereo not drawn)
    28, -8, -1, 3.0, ., -6, -2.7, -4, 5, -1
> CCC(C)Oc1ccccc1C1CC(=O)NC2=C1C(=O)CCC2 (stereo not drawn)
    7, 6, 10, 0.3, 0.3, 10, -0.3, 21, 3, 4
> O=C(NCCC1=CCCCC1)C1CCCN(S(=O)(=O)c2cnc[nH]2)C1 (stereo not drawn)
    12, -4, 11, 1.8, -1.3, 1, -0.8, -5, 13, 0
> O=C(Cn1cnc2c(nnn2Cc2ccc(Cl)cc2)c1=O)N1CCN(c2ccccc2)CC1
    16, 3, -1, -3.7, -0.7, 3, -1.8, -7, -7, 1
> O=c1cc(-c2ccccc2)nc2nc[nH]n12
    20, 10, 4, 0.2, -0.8, -5, -0.1, 2, 8, 4
> CCc1nnc(NC(=O)c2cc(OC)c(OC)cc2[N+](=O)[O-])s1
    13, -10, 8, 5.9, ., -10, -0.4, -1, 1, 2
> Cc1cc(C)n2nc(SCC(=O)Nc3ccccc3)nc2n1
    6, 1, -4, -0.3, 7.4, -2, -2.5, -4, 1, -2
> CC(=O)c1ccc(NC(=O)C(C)O/N=C(\N)c2ccccc2)cc1 (stereo not drawn)
    ., -2, 5, 2.4, 8.8, 4, -1.3, -19, -2, 2
> N=c1c2c(ncn1CCCO)Oc1cc(O)ccc1C2c1ccccc1 (stereo not drawn)
    12, -6, -16, 0.3, 0.0, 15, -5.5, 0, 64*, -2

Look-ups from above.
`O=C(Nc1cc(Cl)ccn1)C1(c2ccccc2)CC1(Cl)Cl` (stereo not drawn) in MazF activator is listed with 19
`Cc1cccc(-c2c3c(=O)n(C)c(=O)n(C)c3c3cccnn23)c1` in Mtb BioA inh is listed with -3.0

Source: PubChem BioAssay (several laboratories)
